# STEP inh: blocks human striatal-enriched tyrosine phosphatase. P54829. recombinant STEP, OMFP fluorogenic substrate, fluorescence. inhibition, % at 20 µM. 0.25% of 360,000 active. AID 588621;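 active = inhibition at 20 µM, scaled per plate between control wells, above about 37%, limit read from the data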;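 note: 0% = DMSO with enzyme and substrate and 100% = substrate only without enzyme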
# Target sequence (P54829 whole entry, looked up): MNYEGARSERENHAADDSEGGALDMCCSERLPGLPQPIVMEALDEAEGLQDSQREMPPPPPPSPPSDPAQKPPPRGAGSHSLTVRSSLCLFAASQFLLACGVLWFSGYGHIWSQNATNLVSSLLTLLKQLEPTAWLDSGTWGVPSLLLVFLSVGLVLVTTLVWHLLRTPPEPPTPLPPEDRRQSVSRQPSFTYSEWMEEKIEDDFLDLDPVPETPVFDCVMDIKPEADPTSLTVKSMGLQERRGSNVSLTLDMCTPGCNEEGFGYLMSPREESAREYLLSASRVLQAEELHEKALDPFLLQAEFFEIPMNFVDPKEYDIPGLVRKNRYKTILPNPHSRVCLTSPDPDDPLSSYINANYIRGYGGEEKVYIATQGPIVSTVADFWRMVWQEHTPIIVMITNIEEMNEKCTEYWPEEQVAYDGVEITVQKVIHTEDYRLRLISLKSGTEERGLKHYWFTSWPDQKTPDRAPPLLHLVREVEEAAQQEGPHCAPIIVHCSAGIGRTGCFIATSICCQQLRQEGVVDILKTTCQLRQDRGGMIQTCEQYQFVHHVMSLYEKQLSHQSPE
#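 Material: STEP (striatal-enriched tyrosine phosphatase) enzyme, cell-free; Compound dosing: 20 µM single dose in 1% DMSO; Technique: fluorescence read at 480 nm ex / 540 nm em; Times: reaction 20 min, ambient temperature; Medium: 50 mM Bis-Tris pH 6.0 with 2.5 mM DTT and 0.005% Tween 20; Also added: OMFP at 25 µM.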
# DNMT1 block: inhibitors of human DNMT1 | P26358 | DNMT1 molecular beacon, Hinp1I cleavage, fluorescence | inhibition (reported as % activation of signal), % at 10 µM | 0.83% of 360,000 active | AID 588458; in the data active = inhibition above about 50%
# NadD inh: NadD (S. aureus) enzyme inhibition. purified NadD enzyme, colorimetric absorbance read-out. inhibition, % at 20 µM. 0.78% of 360,000 active. AID 602399; in the data active = inhibition above about 26%; note: some compounds past the cut are filed as inactive
# Rpn11 inh: inhibitors of human proteasome Rpn11; calls only at 20 µM; AID 588493; 0.59% of 360,000 active; human 26S proteasome, Ub4-pepOG fluorescence polarization; 20S core pre-blocked with epoxomicin; O00487;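 active = inhibition at 20 µM, scaled to each plate's controls, above about 33%, limit read from the data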
# Tb MetRS inh: Trypanosoma brucei MetRS inhibition; purified T. brucei MetRS, ATP depletion, Kinase-Glo luminescence; inhibition, % at 11.9 µM; 0.4% of 360,000 active; AID 624268;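 active = inhibition above a per-plate cutoff of the control wells' mean inhibition plus 3 SD, cut at about 5.5% in these data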;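 note: 0% = DMSO wells median and 100% = median of wells with control inhibitor compound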
#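 assay system = parasite MetRS enzyme | timing = 15 min preincubation, 2 h reaction, all 25 °C | evaluation = percent inhibition relative to median high and low control wells | medium = HEPES buffer containing pyrophosphatase, BSA, spermine, DTT | compound = single dose, 11.9 µM final nominal, 0.9% final DMSO | detection = Kinase-Glo luminescence, ATP depletion format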
# LMPTP inh: blocks human LMPTP phosphatase; inhibition, % at 20 µM; recombinant LMPTP-A, OMFP fluorogenic substrate, fluorescence intensity; 0.22% of 360,000 active; P24666;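 active = compounds that cut the enzyme signal by at least half of the control window in the single-dose screen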;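 note: plate controls were DMSO wells with enzyme plus substrate for no effect and substrate without enzyme for full effect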
# Target sequence (P24666 whole entry, looked up): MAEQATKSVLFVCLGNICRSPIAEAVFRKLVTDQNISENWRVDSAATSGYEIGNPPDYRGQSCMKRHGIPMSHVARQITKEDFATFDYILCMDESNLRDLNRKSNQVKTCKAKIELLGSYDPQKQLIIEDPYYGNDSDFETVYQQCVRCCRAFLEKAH
#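 Test system: LMPTP-A phosphatase enzyme. Amount: LMPTP-A at 0.625 nM final in the reaction. Reagent: OMFP substrate, 400 µM final. Times: 50 min at room temperature. Signal: endpoint fluorescence intensity from OMFP dephosphorylation. Read-out basis: % inhibition. Benchmarks: no-enzyme and uninhibited controls.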
# CSN inh: CSN deneddylation inhibition; Q92905; Purified CSN, SCF-Nedd8-OG deneddylation, fluorescence polarization; inhibition, % at 12.5 µM; 0.38% of 360,000 active; AID 651999;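 active = pattern-corrected inhibition above about 35%, with an unprinted fluorescence ratio check between 0.5 and 1.5, limit read from the data, passing the limit was not always enough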;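 note: 0% = enzyme with substrate and 100% = substrate without enzyme; some results filed as inactive read as strong as hits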
#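 Assay system: HEK293T-derived human Csn5 enzyme; quantity: 0.24 nM enzyme; medium: Tris/NaCl/DTT buffer, pH 7.5; also added: substrate SCFSkp2-Nedd8OG, 10 nM; doses: 12.5 µM compound; schedule: 90 min reaction at room temperature; signal: FP; read-out: % inhibition of substrate cleavage by Csn5; benchmarks: substrate-only high control, full reaction low control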
# Scp1 inh: blocks human Scp-1 phosphatase activity | Q9GZU7 | Recombinant Scp1, phosphopeptide, malachite green phosphate absorbance | inhibition, % at 20 µM | 0.88% of 340,000 active;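 active = inhibition above about 50% at 20 µM, limit read from the data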;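 note: plate controls were DMSO wells with enzyme for no effect and wells lacking enzyme for full effect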
#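 Times: enzyme reaction 45 min at room temperature, colour 5 min, stabilisation 30 min. Material: SCP-1 catalytic fragment, aa 76-261. Medium: Acidic Tris acetate buffer with magnesium and detergent. Signal: colorimetric free-phosphate detection, absorbance 630 nm. Read-out basis: % inhibition of SCP-1 phosphate liberation. Reagent: Phosphorylated 17-residue peptide substrate.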
# SUMO1-SIM PPI: SUMO1-SIM interaction modulation | SUMO1 binding to a labelled peptide, TR-FRET, 1 h | inhibition, % at 20 µM | P63165 | 0.33% of 360,000 active | AID 602429; in the data active = inhibition above about 37%
# MsrA inhibitor: inhibitors of bovine MsrA | purified bovine MsrA, absorbance read-out | inhibition, % at 15.5 µM | 0.75% of 360,000 active | AID 651718; in the data active = inhibition above about 4.5%;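 note: 0% = vehicle wells with enzyme and 100% = reference inhibitor wells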
# The depositor's hits bear a star; i = inactive; . = not tested or not shown.
1: Cc1cc(C)n2nc(CC(=O)NCc3ccc(F)cc3)nc2n1
2: N#Cc1c(NC(=O)COC(=O)c2nccnc2N)sc2c1CCCC2
3: Cc1ccc(NC(=O)C2CCCN2C(=O)NCc2ccccc2)cc1 (stereo not drawn)
4: O=C(COc1ccccc1F)NNC(=O)c1ccc(F)c(S(=O)(=O)N2CCOCC2)c1
5: Cc1noc(C)c1COc1ccc(C(=O)N2CCN(c3ccccn3)CC2)cc1
6: Cc1ccc(S(=O)(=O)NCc2ccccc2C)cc1
7: COc1ccc(/C=N/Nc2ncccc2[N+](=O)[O-])c(OC)c1
8: O=C(Nc1ccc(F)cc1)Nc1sccc1-c1nc2ccccc2s1

compound no.	1	2	3	4	5	6	7	8
STEP inh	5	-2	-1	-1	0	1	-1	-1
DNMT1 block	4	-2	-4	1	2	2	-6	-5
NadD inh	0	12	0	-1	-7	-5	-7	4
Rpn11 inh	i	i	i	i	i	i	i	i
Tb MetRS inh	0.1	-0.2	0.3	0.0	-0.3	-1.0	-2.0	-0.3
LMPTP inh	-1.5	-0.4	-1.8	-1.8	-0.9	1.6	5.4	1.0
CSN inh	-5	-7	0	-3	-2	2	-4	14
Scp1 inh	-4	0	-6	-12	-4	-6	-1	-3
SUMO1-SIM PPI	-3	-1	1	2	-4	-16	-37	-5
MsrA inhibitor	-0.5	0.3	-0.1	-0.2	-0.1	-0.4	4.0	1.1

# Gathered by group: those above containing fluorine (3)
1: Cc1cc(C)n2nc(CC(=O)NCc3ccc(F)cc3)nc2n1
4: O=C(COc1ccccc1F)NNC(=O)c1ccc(F)c(S(=O)(=O)N2CCOCC2)c1
8: O=C(Nc1ccc(F)cc1)Nc1sccc1-c1nc2ccccc2s1

compound no.	1	4	8
STEP inh	5	-1	-1
DNMT1 block	4	1	-5
NadD inh	0	-1	4
Rpn11 inh	i	i	i
Tb MetRS inh	0.1	0.0	-0.3
LMPTP inh	-1.5	-1.8	1.0
CSN inh	-5	-3	14
Scp1 inh	-4	-12	-3
SUMO1-SIM PPI	-3	2	-5
MsrA inhibitor	-0.5	-0.2	1.1

# More results.
9: S=C(Nc1cccc(Cl)c1)N(CCCN1CCCC1)Cc1cccn1Cc1ccc(Cl)cc1
10: O=C(NCCC1=CCCCC1)c1cc(-c2ccccn2)nc2ccccc12
11: COc1ccc(Cl)cc1NC(=O)CN(C)CC(=O)Nc1cccc(S(=O)(=O)N2CCCC2)c1
12: CCC/C=C/c1ccc(CN2C(C)C(=O)N(Cc3cn(Cc4ccco4)nn3)CCS2(=O)=O)cc1 (stereo not drawn)
13: O=C(c1ccccc1)N1CCCC(c2nc3c(nnn3Cc3ccccc3)c(=O)[nH]2)C1 (stereo not drawn)
14: c1nc(Nc2ccc(N3CCOCC3)cc2)c2ccsc2n1
15: CCOC(=O)C1(C)NC(c2ccc(N(C)C)cc2)C2C(=O)N(CC)C(=O)C21 (stereo not drawn)
16: CC(=O)N1c2ccc(S(=O)(=O)N3CCC(C(=O)Nc4cc(C)cc(C)c4)CC3)cc2CC1C (stereo not drawn)

compound no.	9	10	11	12	13	14	15	16
STEP inh	3	0	0	4	2	2	-2	2
DNMT1 block	1	-1	-5	3	-4	-9	3	-2
NadD inh	-4	3	5	-11	2	-3	-2	5
Rpn11 inh	i	i	i	i	i	i	i	i
Tb MetRS inh	1.6	-0.2	-0.1	-1.3	-0.9	-0.5	0.0	0.5
LMPTP inh	5.9	0.6	-0.8	2.9	0.1	1.7	-1.2	0.6
CSN inh	-4	-6	-6	2	1	2	4	2
Scp1 inh	9	2	-1	.	8	-9	1	-6
SUMO1-SIM PPI	-27	0	-3	4	1	1	1	2
MsrA inhibitor	-1.1	1.3	-0.2	0.0	-1.3	1.4	-0.6	2.6

17: O=C(Cn1nc(-c2ccc(F)cc2)ccc1=O)Nc1ccc(C(=O)NC2CC2)cc1
18: CC12CCC(=O)N1C(C(=O)OCC(=O)Nc1ccc(S(N)(=O)=O)cc1)CS2 (stereo not drawn)
19: O=S(=O)(Nc1cccc(-c2cn3cccnc3n2)c1)c1ccccc1
20: CCCCNC(=O)c1ccc2c(OCC)n(CCCC)nc2c1
21: CCc1ccc(C(=O)COC(=O)[C@@H](NC(N)=O)[C@@H](C)CC)cc1

compound no.	17	18	19	20	21
STEP inh	4	-1	4	-1	-1
DNMT1 block	-1	2	4	-1	1
NadD inh	2	-3	1	-2	4
Rpn11 inh	i	i	i	i	i
Tb MetRS inh	-0.9	0.3	0.0	-0.1	-0.5
LMPTP inh	-1.0	0.2	0.0	-0.3	-0.3
CSN inh	-4	-3	4	5	-4
Scp1 inh	-2	-5	-2	-2	-2
SUMO1-SIM PPI	-10	-1	0	2	0
MsrA inhibitor	-0.5	-0.5	2.1	-0.9	0.2

# In the list so far, these have a halogen:
1: Cc1cc(C)n2nc(CC(=O)NCc3ccc(F)cc3)nc2n1
4: O=C(COc1ccccc1F)NNC(=O)c1ccc(F)c(S(=O)(=O)N2CCOCC2)c1
8: O=C(Nc1ccc(F)cc1)Nc1sccc1-c1nc2ccccc2s1
9: S=C(Nc1cccc(Cl)c1)N(CCCN1CCCC1)Cc1cccn1Cc1ccc(Cl)cc1
11: COc1ccc(Cl)cc1NC(=O)CN(C)CC(=O)Nc1cccc(S(=O)(=O)N2CCCC2)c1
17: O=C(Cn1nc(-c2ccc(F)cc2)ccc1=O)Nc1ccc(C(=O)NC2CC2)cc1

compound no.	1	4	8	9	11	17
STEP inh	5	-1	-1	3	0	4
DNMT1 block	4	1	-5	1	-5	-1
NadD inh	0	-1	4	-4	5	2
Rpn11 inh	i	i	i	i	i	i
Tb MetRS inh	0.1	0.0	-0.3	1.6	-0.1	-0.9
LMPTP inh	-1.5	-1.8	1.0	5.9	-0.8	-1.0
CSN inh	-5	-3	14	-4	-6	-4
Scp1 inh	-4	-12	-3	9	-1	-2
SUMO1-SIM PPI	-3	2	-5	-27	-3	-10
MsrA inhibitor	-0.5	-0.2	1.1	-1.1	-0.2	-0.5

# Compounds as they come; about 3.9% have a hit in one of these screens.
